# Screens from PubChem BioAssay.
# OXTR potentiate – potentiators of human oxytocin receptor; P30559; CHO-OTR cells, Fluo-8 calcium fluorescence, potentiator mode; 0% = oxytocin EC15, 100% = EC100; activation, % at 3 µM; 320,000 tested, 0.061% active; AID 2445;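 active = activation above that plate's cutoff, the mean activation of tested compounds plus 3 SD, cut at about 6.6% in these data, passing the limit was not always enough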;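 note: 100% uses oxytocin at 75 nM as the full agonist control; some results filed as inactive read as strong as hits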
# Target sequence (P30559 whole entry, looked up): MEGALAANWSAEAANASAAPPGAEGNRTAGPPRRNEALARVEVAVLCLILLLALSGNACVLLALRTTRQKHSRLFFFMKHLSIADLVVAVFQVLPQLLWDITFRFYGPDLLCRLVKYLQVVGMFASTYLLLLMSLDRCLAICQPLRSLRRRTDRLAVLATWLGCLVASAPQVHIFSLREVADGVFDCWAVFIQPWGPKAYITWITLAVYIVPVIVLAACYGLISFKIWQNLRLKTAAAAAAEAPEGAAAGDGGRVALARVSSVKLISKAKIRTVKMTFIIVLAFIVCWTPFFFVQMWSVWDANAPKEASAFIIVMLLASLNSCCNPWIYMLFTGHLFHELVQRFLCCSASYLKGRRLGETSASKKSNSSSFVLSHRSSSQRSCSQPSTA
#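 Measured by – Fluo-8 calcium dye fluorescence · Test system – human OTR in CHO cells · Dosing – one concentration, 3.0 µM compound · Controls – EC15 oxytocin alone as 0%, 75 nM oxytocin as 100% · Evaluation – normalized max/min fluorescence ratio, % activation · Timing – 6 min pre-incubation, 100 s read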
# CHRM1 antagonist – human CHRM1 antagonism | P11229 | CHO-K1 hM1, Fluo-8 calcium fluorescence, ACh EC80 antagonist | inhibition, % at 3 µM | 360,000 tested, 1.3% active | AID 588852;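 active = percent inhibition above its own plate's cutoff, namely the mean of that plate's compound wells plus 3 SD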;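 note: peak over basal fluorescence ratio during 140 s after agonist addition; 0% = ACh EC80 plus DMSO and 100% = DMSO alone without agonist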
# OXTR ag – agonists of human oxytocin receptor | P30559 | CHO-OTR cells, Fluo-8 calcium fluorescence; normalized: DMSO 0%, oxytocin 100% | activation, % at 3 µM | 320,000 tested, 0.32% active;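 active = activation above the mean of all tested compounds plus 3 SD, cutoff set per screening run, cut at about 20% in these data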;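 note: peak over basal fluorescence ratio from a 100 s FLIPR kinetic read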
# M1 PAM – positive allosteric modulators of human M1 muscarinic receptor; 360,000 tested, 0.088% active; activation, % at 3 µM; AID 588819; P11229; CHO-K1 hM1, Fluo-8 calcium fluorescence, ACh EC20; 0% = ACh EC20, 100% = maximal ACh; in the data active = activation above about 19%, passing the limit was not always enough
# CHO parental Ca – counter-screen: ATP calcium response change in parental CHO cells. parental CHO-K1, ATP-induced calcium, Fluo-8 fluorescence. 330,000 tested, 0.63% active. inhibition, % at 5.6 µM. AID 463079;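 active = inhibition above that plate's mean sample inhibition plus 3 SD, cut at about 26% in these data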;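 note: 0% = ATP-challenged DMSO wells and 100% = DMSO wells without ATP; some compounds past the cut are filed as inactive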
#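 Assay system – parental CHO cells · Reagent – ATP stimulus · Detection – intracellular calcium via Fluo-8 no-wash fluorescent dye · Evaluation – percent inhibition of ATP-evoked calcium rise, normalized to controls · Controls – ATP wells versus no-ATP DMSO wells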
# TAAR1 ag – agonists of human TAAR1 | CHO RD-HGA16 TAAR1, Fluo-8 calcium fluorescence; vehicle wells 0%, saturating PEA agonist 100% | activation, % at 3 µM | 360,000 tested, 0.99% active;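 active = activation above the mean activation of all test compounds in the run plus 3 SD, cut at about 38% in these data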
#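 Test system: RD-HGA16 (CHO) cells co-expressing Gα16 and hTAAR1 / Benchmarks: DMSO vehicle as 0%, PEA at EC100 as 100% / Repeats: no replicates (n 1) / Measure: % activation from peak over basal fluorescence ratio, DMSO-to-PEA scaled / Timing: 17-24 h plating, Fluo-8 75 min 37 °C, 30 min RT / Technique: kinetic Fluo-8 calcium fluorescence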
# V1R ag counter – counter-screen for oxytocin receptor agonists: human V1a receptor agonists; P37288; CHO-V1R cells, Fluo-8 calcium fluorescence, agonist mode; 0% DMSO, 100% 3 nM vasopressin; activation, % at 3 µM; 320,000 tested, 0.25% active;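 active = activation above the mean activation of all tested compounds plus 3 SD, per screening run, cut at about 20% in these data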;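 note: signal is peak over basal fluorescence ratio across a 100 second FLIPR read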
# Target sequence (P37288 whole entry, looked up): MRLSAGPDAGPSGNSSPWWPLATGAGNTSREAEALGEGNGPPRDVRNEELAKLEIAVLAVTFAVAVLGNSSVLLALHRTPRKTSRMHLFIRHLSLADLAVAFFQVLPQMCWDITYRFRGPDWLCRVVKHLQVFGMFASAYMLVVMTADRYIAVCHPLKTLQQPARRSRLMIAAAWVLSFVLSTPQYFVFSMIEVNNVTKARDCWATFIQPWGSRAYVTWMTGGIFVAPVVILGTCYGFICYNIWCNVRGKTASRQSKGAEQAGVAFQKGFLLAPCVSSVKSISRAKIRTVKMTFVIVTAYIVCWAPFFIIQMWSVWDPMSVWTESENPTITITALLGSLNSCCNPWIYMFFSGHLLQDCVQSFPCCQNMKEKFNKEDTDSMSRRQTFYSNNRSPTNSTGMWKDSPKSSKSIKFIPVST
# TAAR1 antagonist – human TAAR1 antagonism; Q96RJ0; CHO RD-HGA16 TAAR1, Fluo-8 calcium fluorescence, antagonist; inhibition, % at 3 µM; 360,000 tested, 1.5% active; AID 624466;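 active = inhibition above a per-plate cutoff, the mean inhibition of test compounds on that plate plus 3 SD, cut at about 49% in these data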;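 note: 0% = DMSO plus EC80 beta-PEA response and 100% = DMSO alone without agonist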
#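 Test system: RD-HGA16 CHO cells with stable hTAAR1 and Gα16 / Probe or stimulus: EC80 β-phenethylamine stimulus / Times: seeding 17-24 h prior, 75-min 37 °C, 30-min RT dye loading / Detection: Fluo-8 calcium-sensitive fluorescence / Read-out basis: % inhibition scaled between DMSO and EC80 PEA controls / Repeats: singlicate, one well per test compound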
# M1 ag – agonists of human M1 muscarinic receptor; P11229; CHO-K1 hM1, Fluo-8 calcium fluorescence, agonist mode; 0% DMSO, 100% acetylcholine EC100; activation, % at 3 µM; 360,000 tested, 0.33% active;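 active = activation above the run's mean compound activation plus 3 SD, cut at about 16% in these data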;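 note: peak over basal fluorescence ratio within a 140 s kinetic read after compound addition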
# * hit, by the source's call; · = not tested or not shown. Rows were taken by chance. Share with any hit: about 3.7%.
SMILES,OXTR potentiate,CHRM1 antagonist,OXTR ag,M1 PAM,CHO parental Ca,TAAR1 ag,V1R ag counter,TAAR1 antagonist,M1 ag
COc1ccc(Cl)cc1-c1noc([C@@H]2O[C@H](CO)[C@@H](O)[C@H]2O)n1,·,-10,·,5,·,1,·,9,-1
COc1ccc(OC)c(C(=O)Nc2ccc3[nH]ccc3c2)c1,0,17,0.3,-5,-24,1,-0.2,2,-2
CSCC(=O)N1CCC(CCC(=O)NC2CC2)CC1,-1,-16,0.5,12,-5,4,0.3,-9,-2
CCn1c(SCC(=O)NCc2ccccc2)nc2c(c1=O)SC(C)C2 (stereo not given),-6,-2,-0.5,9,-10,-2,-0.5,-11,0
COc1cc(C(C)=O)ccc1OCc1nnc(-c2ccccc2Br)o1,-5,-11,4.4,5,-15,14,1.2,-7,-6
O=C(Cn1cc([N+](=O)[O-])ccc1=O)N1CCc2ccccc21,-6,-21,-0.2,14,-20,2,0.4,-22,2
COc1ccccc1-c1noc2c1C(=O)NCC2,·,1,·,3,·,1,·,2,-2
CCCCc1cc(=O)oc2c(CN3CCN(C)CC3)c(O)ccc12,-8,6,-0.2,-7,-22,3,1.0,-21,-8
CC(=O)Nc1ccc(S(=O)(=O)NC(CC(=O)O)c2ccc(OC(C)C)cc2)cc1 (stereo not given),0,-3,0.4,5,3,1,0.7,-3,-3
COc1ccc(-n2nc(C(=O)NCC(=O)Nc3cc(OC)c(OC)c(OC)c3)c3ccccc3c2=O)cc1OC,-4,30*,-1.1,-11,-25,16,4.6,64*,0
Cc1ccc(CN(C(=O)c2csnn2)C(C(=O)NC2CCCC2)c2ccc(C)o2)cc1 (stereo not given),-7,10,-2.1,-5,-24,4,-1.6,-8,-4
CCCCC(=O)NC(=S)Nc1cc([N+](=O)[O-])ccc1OC,-14,-13,-2.2,7,41*,0,-0.1,-42,-5
CCOc1ccc(N=Cc2c(O)cc(C)oc2=O)cc1,-3,-8,0.5,11,-8,2,1.1,-13,-3
COc1ccc(Nc2nc(N)nc(CSCCO)n2)cc1,-12,-3,-0.6,7,-5,8,0.1,3,-4
CCCc1cc(N2CCOCC2)n2nc(C)c(-c3ccccc3)c2n1,-12,-23,-0.4,16,-2,-1,-0.1,-19,-1
COC(=O)c1c(O)cc(C(C)(C)C)n(-c2ccccc2)c1=O,-6,-3,-1.8,5,-9,-1,-0.2,-17,-5
CCOC(=O)C1(CCc2ccccc2)CCN(C(=O)c2cnc(C)cn2)CC1,-2,-7,-1.1,8,-13,4,-1.0,12,-5
N#Cc1cc2c(nc1SCC(O)CS(=O)(=O)Cc1ccccc1)CCCC2 (stereo not given),-5,-7,-0.6,2,-11,2,2.0,16,-1
CC(NC(=O)NC1CCCCC1)C(c1cccs1)N1CCOCC1 (stereo not given),-4,-5,-0.9,7,-17,1,-0.6,-12,-5
CNC(=S)Nc1ccc(Cc2ccncc2)cc1,-1,-19,0.3,17,-5,0,0.0,-16,-3

# Among those listed so far, these contain an aryl thioether with sulfur outside any ring:
SMILES,OXTR potentiate,CHRM1 antagonist,OXTR ag,M1 PAM,CHO parental Ca,TAAR1 ag,V1R ag counter,TAAR1 antagonist,M1 ag
CCn1c(SCC(=O)NCc2ccccc2)nc2c(c1=O)SC(C)C2 (stereo not given),-6,-2,-0.5,9,-10,-2,-0.5,-11,0
N#Cc1cc2c(nc1SCC(O)CS(=O)(=O)Cc1ccccc1)CCCC2 (stereo not given),-5,-7,-0.6,2,-11,2,2.0,16,-1

# Returning to the listing; the 5 compounds before the break are reprinted first.
SMILES,OXTR potentiate,CHRM1 antagonist,OXTR ag,M1 PAM,CHO parental Ca,TAAR1 ag,V1R ag counter,TAAR1 antagonist,M1 ag
COC(=O)c1c(O)cc(C(C)(C)C)n(-c2ccccc2)c1=O,-6,-3,-1.8,5,-9,-1,-0.2,-17,-5
CCOC(=O)C1(CCc2ccccc2)CCN(C(=O)c2cnc(C)cn2)CC1,-2,-7,-1.1,8,-13,4,-1.0,12,-5
N#Cc1cc2c(nc1SCC(O)CS(=O)(=O)Cc1ccccc1)CCCC2 (stereo not given),-5,-7,-0.6,2,-11,2,2.0,16,-1
CC(NC(=O)NC1CCCCC1)C(c1cccs1)N1CCOCC1 (stereo not given),-4,-5,-0.9,7,-17,1,-0.6,-12,-5
CNC(=S)Nc1ccc(Cc2ccncc2)cc1,-1,-19,0.3,17,-5,0,0.0,-16,-3
O=C(Cn1nnc(-c2cccs2)n1)NCc1cccs1,-16,-6,0.0,4,-7,1,0.7,-2,-2
NC(=O)N/N=C/CCc1ccccc1,-4,-13,0.1,10,-3,24,-0.6,-10,-3
COC(C(=O)Nc1ccc(C(N)=O)cc1)c1ccccc1 (stereo not given),-6,-10,-0.2,8,-2,1,0.2,0,-5
COc1ccc(-n2nnnc2-c2cnc(N3CCCC3)nc2C(F)(F)F)cc1,-11,4,-0.8,0,15,8,5.3,1,-3
N#Cc1ccc2c(c1)nc1ccccn12,-18,2,-1.1,4,-9,1,0.2,-14,-4
CN(C(=O)COC(=O)Cn1cnc2ccccc21)C1CCCCC1,-10,-9,9.4,0,4,6,8.0,-6,5
COc1ccnc(CS(=O)c2nc3cc(C(O)(F)F)ccc3[nH]2)c1OC (stereo not given),-10,-4,-0.5,9,7,2,0.6,-4,-4
CCSc1nnc(NC(=O)c2ccc3nc[nH]c3c2)s1,-3,-21,1.1,7,-18,3,1.5,12,-1
Cc1ccc(NC(=O)CSc2nnc(-c3cnccn3)n2Cc2ccco2)cc1,-5,1,-2.0,-1,-11,5,-1.8,-11,-7
O=C(NCCn1cccn1)C1CCC(=O)N(CCc2cccc(F)c2)C1 (stereo not given),·,-20,·,15,·,4,·,-2,-1
C/C=C(/C)C(=O)OC1Cc2c(ccc3ccc(=O)oc23)OC1(C)C (stereo not given),-4,-15,-2.3,5,0,-3,-1.3,-34,-5
O=C(NC1CCCCC1)C(=S)NCc1ccccc1,-17,-12,-1.7,11,5,19,-0.7,-3,-1
COc1ccc([C@H]2N[C@]3(CCCN(Cc4cccn4C)C3=O)[C@H]3C(=O)N(Cc4ccccc4)C(=O)[C@@H]23)cc1,·,-8,·,8,·,0,·,-12,-3
COc1cccc(OC)c1C(=O)OCC(=O)NCC1CCCCC1,·,-13,·,2,·,3,·,-6,-2
CCCCC(=O)N=c1sc2cc(S(C)(=O)=O)ccc2n1C,-2,-5,0.5,1,-13,·,-0.1,·,-7
CCN(CC)c1ccc(/C=N/NC(=O)CNC(=O)c2ccccn2)cc1,-9,1,-1.0,0,-12,1,-0.4,-3,-8
CCOC(=O)CSc1ncc(-c2cccc(Cl)c2)cn1,0,12,-1.6,-2,-3,2,-1.4,-4,-7
Cc1nnc(Sc2nc3c(c(=O)n(C)c(=O)n3C)n2Cc2ccc(Cl)cc2)s1,2,8,0.4,-6,-5,6,1.3,-10,-2
COc1ccc([N+](=O)[O-])cc1NC(=O)c1ccccc1N(C)S(C)(=O)=O,-19,-8,-1.5,12,-20,6,-0.1,1,-7
O=C(OCC(=O)N1CCCCC1)c1cc(S(=O)(=O)N2CCOCC2)c(Cl)cc1Cl,-1,-7,1.8,0,-17,3,3.3,4,0

# As entered above:
# Under OXTR ag, COc1ccc([N+](=O)[O-])cc1NC(=O)c1ccccc1N(C)S(C)(=O)=O shows -1.5
# Under OXTR ag, CCCCC(=O)NC(=S)Nc1cc([N+](=O)[O-])ccc1OC shows -2.2

# The listing continues:
SMILES,OXTR potentiate,CHRM1 antagonist,OXTR ag,M1 PAM,CHO parental Ca,TAAR1 ag,V1R ag counter,TAAR1 antagonist,M1 ag
CCn1c(SCc2nc(-c3ccc(Cl)cc3)no2)nnc1-c1ccco1,-19,-1,9.4,5,-17,7,7.2,-2,-2
COc1ccc(C(=O)NCCS(=O)(=O)N2CCC3(CC2)OCCO3)cc1,-3,-6,-0.9,4,-7,1,-0.5,-17,-1
CCn1cc(C2Nc3ccccc3C(=O)N2O)c(C)n1 (stereo not given),-1,-5,-0.7,6,12,3,1.5,6,-1
Clc1ccc(SCCCCn2cncn2)cc1,-6,-23,0.9,-1,8,5,1.5,-21,-1
COc1ccc(CN2C(=O)c3oc4ccccc4c(=O)c3C2c2ccc(O)c(OC)c2)cc1 (stereo not given),-9,-12,0.3,9,-12,1,-0.1,-17,-2
O=C(COC(=O)C1CC2C=CC1C2)NCc1ccc(F)cc1 (stereo not given),-3,-10,-0.6,11,4,1,0.5,-2,-4
C=CCN(Cc1cccc(OC)c1OC)S(=O)(=O)N(C)C,-2,4,-0.3,-2,-1,1,-0.4,-11,-5
CS(=O)(=O)c1ccc(Cl)c(NC(=O)CNC(=O)c2ccc3c(c2)OCO3)c1,2,-9,0.0,0,-12,0,0.3,-17,-4
Cc1ccc2c(c1)N(CCC(=O)NCCCN1CCCC1)C(=O)C(C)O2 (stereo not given),0,-5,0.6,4,13,1,0.0,-6,-10

# CHRM1 antagonist, hit marks shown above
SMILES,CHRM1 antagonist,M1 PAM,TAAR1 ag,M1 ag
COc1ccc(-n2nc(C(=O)NCC(=O)Nc3cc(OC)c(OC)c(OC)c3)c3ccccc3c2=O)cc1OC,30*,-11,16,0
